USP2a inh: qHTS Assay for Inhibitors of Ubiquitin-specific Protease USP2a Using CHOP2 as the Reporter; Ubiquitin carboxyl-terminal hydrolase 2 (Homo sapiens), O75604; Potency, µM (series often up to 38.3 µM), for inactives: at the top dose activity change, negative = inhibition, hits mostly inhibitors; AID 463254, 2010; 330,000 compounds, 0.01% hits; USP2 core, Ub-CHOP2 coupled fluorogenic reporter, 485/531;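 note: potency is the fitted concentration of half-maximal effect; plate controls were DMSO wells for no effect and full inhibition by NEM control for full effect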
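USP2 core (10nM final) preincubated 30min RT with compound in 20mM Tris-HCl pH 8.0, 2mM CaCl2, 2mM beta-mercaptoethanol, 0.05% CHAPS; 25nM Ub-CHOP2 plus 25nM reporter substrate added, fluorescence (Ex485/Em531) read after 60min.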
Giardia killer: Small Molecules that selectively kill Giardia lamblia: qHTS; 340,000 compounds, 0.15% hits; AID 540267, 2011; activity change, % at 7.66 µM, hits read low; Giardia lamblia trophozoite viability; in the data active = activity change below about -80%; inconclusive = between about -30% and that limit;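 note: parasites exposed to compound for two days anaerobically before the ATP read; % is set by controls: 0 for no effect and ±100 for the full control effect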
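Viability, read as ATP luminescence: trophozoites at 100 cells/well, compound added, 48 hrs anaerobic at 37 deg C, then 15-30 min room-temperature development before reading.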
hERG WT inh: qHTS for Inhibitors of KCHN2 3.1: Wildtype qHTS; 340,000 compounds, 0.37% hits; activity change, % at 1.84 µM; U2OS, BacMam KCNH2, thallium flux FluxOr; stronger effect = lower value; Voltage-gated inwardly rectifying potassium channel KCNH2 (Homo sapiens), Q12809; AID 720551, 2013;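 active = maximum activity change below -70%; inconclusive = maximum activity change between -70% and -50%; inactive = maximum activity change above -50%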; note: % is set by controls: 0 for no effect and ±100 for the full control effect
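U2OS cells transduced with wild-type KCNH2 virus are loaded with FluxOr dye for 45 min, and thallium flux is measured in kinetic reads before and after stimulation buffer. Rate constants are normalized to DMSO controls.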
CXXC DNA block: qHTS Fluorescence Polarization Assay for Inhibitors of MLL CXXC domain - DNA interaction; Histone-lysine N-methyltransferase 2A (Homo sapiens), Q03164; MLL-CXXC / FITC-HOXA9 DNA fluorescence polarization; Potency, µM (titrated, usually from 115 µM), inactives show at the highest dose activity change, negative = inhibition, most hits filed as inhibitors; 290,000 compounds, 0.037% hits; AID 2662, 2010; active = well fitted inhibition curve with a large enough effect in the polarisation, with a control signal flat, not every such curve was filed as active; inconclusive = small, poorly fitted or top-dose-only effect, or effect the other way, or a change in a side signal; inactive = no such curve, though single readings can be large or run the other way; the % refers to the polarisation; note: potency is the fitted concentration of half-maximal effect
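Steps: dispense CXXC domain solution (7 uM) → pin compounds or unlabeled HOX-A9 DNA control → 5 min ambient → add FLSN-HOX-A9 solution (50 nM) → spin → 30 min ambient → fluorescence polarization. Tris pH 7.5/NaCl/DTT/BSA buffer.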
TRPV1 ag: HTS Assay for Compounds that Act as Agonists of the Vanilloid Receptor 1 | 320,000 compounds, 0.19% hits | AID 540275, 2011 | activation, % at 8.33 µM | TRPV1-expressing cells, Fluo-8 calcium influx, agonist mode | Transient receptor potential cation channel subfamily V member 1 (Homo sapiens), Q8NER1; in the data active = activation above about 80%; inconclusive = between about 30% and that limit; note: 0% is about no effect
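TRPV1-expressing cells were cultured overnight at 35.5C and loaded with Fluo-8 calcium dye for 40 to 90 min at room temperature. After a 10 s baseline, compound was added and calcium influx was read kinetically for 3 min (ex 480/em 520 nm).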
PKM2 activator: qHTS Assay for Activators of Human Muscle isoform 2 Pyruvate Kinase; Pyruvate kinase PKM (Homo sapiens), P14618; AID 1631, 2009; 260,000 compounds, 0.34% hits; purified PKM2, Kinase-Glo ATP luminescence, activation; response scale: 0% is enzyme alone, no compound; Potency, µM (series often up to 57.5 µM), for inactives: at the highest dose activation, usual class: activators; note: potency is the fitted concentration of half-maximal effect; % is set by controls: 0 for no effect and ±100 for the full control effect; nearly all actives have a fitted effect of over 55% in size
Target sequence (P14618 whole entry, looked up, canonical isoform): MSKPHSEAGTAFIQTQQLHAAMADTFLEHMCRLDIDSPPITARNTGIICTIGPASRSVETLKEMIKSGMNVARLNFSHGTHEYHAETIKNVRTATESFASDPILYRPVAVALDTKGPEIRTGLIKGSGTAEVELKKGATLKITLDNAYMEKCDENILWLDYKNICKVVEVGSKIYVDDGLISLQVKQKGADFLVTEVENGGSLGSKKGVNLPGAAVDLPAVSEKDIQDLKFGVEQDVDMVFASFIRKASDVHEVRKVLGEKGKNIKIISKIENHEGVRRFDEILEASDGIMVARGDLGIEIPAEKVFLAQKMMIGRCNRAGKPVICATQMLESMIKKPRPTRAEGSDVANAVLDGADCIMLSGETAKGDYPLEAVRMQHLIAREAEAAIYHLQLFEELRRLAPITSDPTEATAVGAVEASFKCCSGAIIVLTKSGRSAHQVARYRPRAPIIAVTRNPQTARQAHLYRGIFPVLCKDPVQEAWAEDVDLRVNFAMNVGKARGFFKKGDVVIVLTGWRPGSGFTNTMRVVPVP
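ATP formation by purified human PK-M2, quantified via coupled luciferase luminescence after 1 h at room temperature with 0.1 mM ADP and 0.5 mM PEP final.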
B2AR arrestin: qHTS assay of beta-arrestin-biased ligands of beta2-adrenergic receptor. beta-arrestin recruitment to beta2AR, cell-based reporter. Beta-2 adrenergic receptor (Homo sapiens), P07550. AID 492947, 2010. 330,000 compounds, 0.02% hits. Potency, µM (series often up to 46.1 µM), for inactives: top-dose activation, usual class: activators;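 note: potency is the fitted concentration of half-maximal effect; 0% = DMSO controls and full agonism = EC100 isoproterenol or metaproterenol; nearly all actives have a fitted effect of over 65% in size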
Coupling enz: qHTS Assay for Inhibitors of Fructose-1,6-bisphosphate Aldolase from Giardia Lamblia: Coupling assay counterscreen. coupling enzyme system counterscreen, AmpLite Red fluorescence. 290,000 compounds, 0.67% hits. activity change, negative = inhibition, % at 58.2 µM, hits read low; in the data active = activity change below about -30%; note: % is set by controls: 0 for no effect and ±100 for the full control effect
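Final compound at 57.5 uM, incubated 10 min at RT with coupling enzyme reagent (glyceraldehyde-3-phosphate), then 20 min with substrate and AmpLite Red detection. Fluorescence read at 525/598 nm; tests interference with the coupling assay, not aldolase inhibition.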
KCNH2 3.1 block: qHTS for Inhibitors of KCHN2 3.1: Mutant qHTS; Potassium voltage-gated channel subfamily H member 2, brain isoform KCNH2 3.1 (human); U2OS KCNH2 3.1, thallium flux FluxOr; stronger effect = lower value; activity change, % (tested at about 1.8 µM); 340,000 compounds, 0.95% hits; AID 720553, 2013;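 active = maximum activity change below -70%; inconclusive = maximum activity change from -70% to -50%; inactive = maximum activity change above -50%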;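 note: thallium influx rate constant from kinetic fluorescence after stimulation buffer; % is set by controls: 0 for no effect and ±100 for the full control effect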
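Kinetic fluorescence (2 min after stimulation buffer) measures Tl+ influx through KCNH2 3.1 expressed by viral transduction in U2OS cells; the rate constant is normalized against DMSO controls serving as positive and negative references.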
GALK inh: qHTS Assay for Inhibitors of Human Galactokinase (GALK); Purified GALK, Kinase-Glo residual ATP luminescence; Potency, µM (doses to about 57.5 µM), inactives show top-dose activity change, negative = inhibition, most hits filed as inhibitors; 270,000 compounds, 0.007% hits; note: potency is the fitted concentration of half-maximal effect; % is set by controls: 0 for no effect and ±100 for the full control effect
Target sequence (P51570 whole entry, looked up): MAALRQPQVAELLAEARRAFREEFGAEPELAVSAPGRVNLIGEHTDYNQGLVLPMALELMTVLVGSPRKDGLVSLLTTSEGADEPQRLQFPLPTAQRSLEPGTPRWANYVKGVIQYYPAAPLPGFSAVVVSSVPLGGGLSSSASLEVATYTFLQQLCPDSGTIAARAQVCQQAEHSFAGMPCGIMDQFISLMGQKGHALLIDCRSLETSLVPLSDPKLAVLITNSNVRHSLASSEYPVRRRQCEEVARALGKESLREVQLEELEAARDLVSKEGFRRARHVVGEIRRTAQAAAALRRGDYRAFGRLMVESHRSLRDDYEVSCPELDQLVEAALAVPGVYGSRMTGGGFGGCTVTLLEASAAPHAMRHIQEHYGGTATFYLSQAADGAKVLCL
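Human GALK (5 nM) with 35 uM ATP and 100 uM galactose in 20 mM HEPES pH 8.0, 5 mM MgCl2, 60 mM NaCl, 1 mM DTT, 0.01% BSA. After 1 h at room temperature, leftover ATP was read by Kinase-Glo Plus luminescence.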
Menin-MLL TR inh: qHTS Assay for Inhibitors Targeting the Menin-MLL Interaction in MLL Related Leukemias: Competition With Texas Red Labeled MLL-derived Mutant Peptide | 270,000 compounds, 0.23% hits | Potency, µM (top dose mostly 61.6 µM), without a hit: at the top dose FP activity change, negative = inhibition, hits mostly inhibitors | Menin + Texas Red MLL mutant peptide, fluorescence polarization | AID 1768, 2009; active = well fitted inhibition curve with a large enough effect in the polarisation, with a control signal flat, not every such curve was filed as active; inconclusive = small, poorly fitted or top-dose-only effect, or effect the other way, or a change in a side signal; inactive = no such curve, though single readings can be large or run the other way; the % refers to the polarisation; note: potency is the fitted concentration of half-maximal effect; % of control where 0% means no effect; many of its hits are not listed in these tables
* hit, by the source's call; ? = inconclusive; · = not tested or not shown; [ ] = another dose, or the depositor's remark. Unless noted, calls come from the whole dose curve; as a rule, active = well fitted curve in the direction sought with a large enough effect; inconclusive = small, poorly fitted or top-dose-only effect, or another doubt; inactive = no such curve, though single readings can be large; an effect the other way counts as inactive or inconclusive.

Each structure is followed by: USP2a inh	Giardia killer	hERG WT inh	CXXC DNA block	TRPV1 ag	PKM2 activator	B2AR arrestin	Coupling enz	KCNH2 3.1 block	GALK inh	Menin-MLL TR inh
Oc1ccc(-c2nnc(Nc3cccc(O)c3)c3ccccc23)cc1
 : 3%	-9	-4	7%	-5	-4%	0.2%	-3	-6	-5%	·
COc1ccc(OCC(=O)Nc2ccc(N3CCOCC3)cc2)c([N+](=O)[O-])c1
 : 1%	-13	1	-4%	4	0%	0.1%	0	?	1%	-1%
COc1ccc(-c2noc3c2-c2nc(-c4ccccc4F)sc2CC3)cc1
 : 1%	12	-4	-3%	3	5%	-0.6%	0	-12	·	18%
CC(C)(C)c1ccc(C(=O)Nc2ccc(C=C(C#N)C#N)cc2)cc1
 : 0%	-22	-12	-4%	89*	-6%	2.8%	-2	-1	-3%	?
COc1cccc(CN(C)C(=O)CN2C(=O)NC(c3ccccc3)(c3ccccc3)C2=O)c1
 : 2%	-2	0	·	1	·	-0.1%	·	-2	·	·
CCc1ccc(NC(=O)CNC(=O)[C@@H]2Cc3ccccc3CN2C(=O)OC(C)(C)C)cc1
 : -1%	16	-6	-4%	-4	·	-0.5%	·	-5	6%	·
COC(=O)c1ccc(C(=O)OC)c(NC(=O)COC(=O)C23CC4CC(CC(O)(C4)C2)C3)c1
 : 1%	12	3	1%	0	2%	0.0%	3	-15	-4%	-15%
O=C(CN1C(=O)/C(=C/c2cccc(Br)c2)SC1=S)Nc1cccnc1
 : -2%	-2	1	-2%	7	6%	-0.9%	0	1	-3%	?
CC(=O)c1c(O)cc(O)cc1O
 : ·	-9	-9	·	·	·	·	0	-5	·	?
O=C(N/N=C/c1c(Cl)cccc1Cl)c1ccccc1F
 : 5%	-17	-5	3%	-8	-12%	-0.2%	3	-14	·	?
COc1ccccc1NCCC(=O)OCC(=O)Nc1ccccc1F
 : 5%	-9	-5	·	·	·	0.5%	·	6	·	·
CC(NC(=O)c1ccc(N)cc1)c1ccccc1 (stereo not given)
 : -5%	-15	-3	-4%	0	2%	0.0%	1	28	0%	-13%
COc1cccc(C2(O)CCN(C(=O)c3cccs3)CC2)c1
 : -1%	13	1	0%	0	0%	0.2%	0	-2	2%	7%
CCOc1ccc(/C=N\NC(=O)CC(=O)NCCc2ccccc2)cc1
 : 0%	8	11	6%	3	1%	-0.4%	-1	8	-5%	-4%
c1ccc(-c2nnc(OCCN3CCOCC3)c3ccccc23)cc1
 : -5%	-5	-1	-14%	-1	-15%	-1.4%	-6	-9	1%	?
CSCCC(NC(=O)c1ccccc1)C(=O)OCC(=O)NCc1ccco1 (stereo not given)
 : 4%	12	7	·	·	·	-0.3%	·	-1	·	·
COc1ccc(/C=C2/SC(=S)N(CCCC(=O)N3CCN(C)CC3)C2=O)cc1
 : -5%	-9	-25	-1%	3	-26%	-0.6%	2	·	-2%	-4%
CCc1nonc1NC(=O)c1oc2cc(Br)ccc2c1C
 : 3%	33[activator]	-5	-2%	28	·	-0.1%	·	-17	5%	·
CCc1nnc(NC(=O)c2csc3c2CCC(C)C3)s1 (stereo not given)
 : -1%	·	·	8%	2	1%	0.0%	0	·	0%	8%
COc1ccc(C2C(C(C)=O)=C(O)C(=O)N2c2cccnc2)cc1OC (stereo not given)
 : -1%	10	4	16%	-3	1%	-0.4%	-1	6	1%	1%
CC(=O)NC(CC(=O)OCC(=O)NCCc1ccccc1)c1ccccc1 (stereo not given)
 : -1%	5	-14	·	-2	·	-0.3%	·	0	·	·
CSc1nsc(SCC(=O)Nc2ccc(Br)cn2)n1
 : 3%	-7	-5	34%[activator]	5	0%	-0.9%	-2	?	1%	?
COc1cccc(/C=N/c2nc3ccccc3[nH]2)c1O
 : 1%	34[activator]	?	-20%	2	0%	-0.3%	2	20	0%	7%
CC(C)/C=N\NC(=O)CCCCC(=O)N/N=C/C(C)C
 : 3%	-4	-2	-6%	-3	-17%	-0.4%	0	0	-1%	7%
CCCCCC(O)(c1ccccc1)C(CN1CCOCC1)c1ccccc1 (stereo not given)
 : 2%	6	-6	0%	28	·	-0.4%	0	-16	·	?
Cc1cccc(N(C)C(=O)c2cc(S(=O)(=O)N3CCCC3)cn2C)c1
 : 0%	24	-5	·	7	-8%	0.1%	-3	32	·	-13%
Cc1ccc(C)c(-c2nnc(NC(=O)CCS(=O)(=O)c3ccccc3)o2)c1
 : -1%	1	-4	·	1	·	-0.3%	·	8	·	·
O=C(Nc1cccn(Cc2ccc(F)cc2)c1=O)NC1CCCCC1
 : -1%	-11	1	3%	?	7%	-0.4%	-12	-6	1%	-10%
COc1cccc(N2C(=O)CC(c3c[nH]c4ccccc34)C2=O)c1 (stereo not given)
 : -1%	-2	2	-5%	-1	-5%	-0.3%	2	-3	-1%	?
Cc1ccc(NC(=O)CCn2cccc2)cc1C
 : 1%	5	2	3%	12	-3%	-0.7%	0	7	2%	-1%

Five entries drawn at random from those above:
Each structure is followed by: USP2a inh	Giardia killer	hERG WT inh	CXXC DNA block	TRPV1 ag	PKM2 activator	B2AR arrestin	Coupling enz	KCNH2 3.1 block	GALK inh	Menin-MLL TR inh
O=C(CN1C(=O)/C(=C/c2cccc(Br)c2)SC1=S)Nc1cccnc1
 : -2%	-2	1	-2%	7	6%	-0.9%	0	1	-3%	?
COc1ccc(/C=C2/SC(=S)N(CCCC(=O)N3CCN(C)CC3)C2=O)cc1
 : -5%	-9	-25	-1%	3	-26%	-0.6%	2	·	-2%	-4%
CCc1ccc(NC(=O)CNC(=O)[C@@H]2Cc3ccccc3CN2C(=O)OC(C)(C)C)cc1
 : -1%	16	-6	-4%	-4	·	-0.5%	·	-5	6%	·
Oc1ccc(-c2nnc(Nc3cccc(O)c3)c3ccccc23)cc1
 : 3%	-9	-4	7%	-5	-4%	0.2%	-3	-6	-5%	·
CCOc1ccc(/C=N\NC(=O)CC(=O)NCCc2ccccc2)cc1
 : 0%	8	11	6%	3	1%	-0.4%	-1	8	-5%	-4%

Next section:
| mol | USP2a inh | Giardia killer | hERG WT inh | CXXC DNA block | TRPV1 ag | PKM2 activator | B2AR arrestin | Coupling enz | KCNH2 3.1 block | GALK inh | Menin-MLL TR inh |
| --- | --- | --- | --- | --- | --- | --- | --- | --- | --- | --- | --- |
| Cc1sc2nc(C3CC3)nc(N3CCN(C(=O)c4ccc(F)cc4)CC3)c2c1C | 4% | 14 | -7 | -2% | 29 | · | -0.4% | 3 | -23 | -3% | · |
| CN(C(=O)c1ccccc1C(=O)OCC(=O)NCc1ccccc1)C1CCCCC1 | 0% | 22 | 6 | -1% | 26 | -1% | -0.9% | 7 | 10 | -4% | ? |
| O=C(COCc1cc(-c2ccc3c(c2)OCO3)on1)Nc1cccnc1 | -1% | 5 | -7 | -8% | ? | · | 0.0% | -1 | -13 | 0% | 7% |
| CC1CCCN(C(=O)COC(=O)C2CCN(S(=O)(=O)c3ccc4c(c3)OCCO4)CC2)C1 (stereo not given) | 0% | 18 | 5 | · | -1 | · | 0.0% | · | -1 | · | · |

Not all compounds are listed, so the mix of outcomes need not match the whole.
